DAX1 inh-1 – inhibitors of human orphan nuclear receptor DAX1 (NR0B1); actives 0.99% (n = 340,000); P51843; inhibition, % at 6.75 µM; AID 504766; HEK293 Gal4-DAX1 luciferase reporter, luminescence;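 active = inhibition above the mean over all tested compounds plus 3 SD, cut at about 4.2% in these data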;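 note: 0% = DAX1-transfected cells with DMSO and 100% = empty-vector control cells with DMSO; inhibition shows as a rise in luminescence from relieved DAX1 repression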
ssDAF12 agonist – activates DAF-12 receptor from parasite S. stercoralis | HEK293 ssDAF-12/GRIP1 lit1-tk-luc reporter, luminescence; % of 3 µM dafachronic acid response | activation, % at 6.8 µM | actives 1% (n = 370,000);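 active = activation above the mean over all tested compounds plus 3 SD, cut at about 0.9% in these data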;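 note: 0% = DMSO-only wells and 100% = 3 µM delta7-dafachronic acid wells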
DAX1 inh-2 – DAX1 (NR0B1) inhibition, primary screen; inhibition, % at 6.8 µM; actives 1.1% (n = 370,000); HEK293T StAR-luciferase reporter, SF-1/DAX-1 repression relief; AID 652010;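 active = inhibition above the mean over all tested compounds plus 3 SD, cut at about 3.6% in these data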;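 note: 0% = DAX-1 cells with DMSO and 100% = cells lacking DAX-1 with DMSO; higher inhibition means more luminescence from relief of DAX-1 repression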
PLC-beta3 inh – inhibitors of human phospholipase C beta3 | inhibition, % at 12.2 µM | Purified PLC-beta3, fluorogenic substrate, fluorescence | actives 0.18% (n = 370,000) | Q01970 | AID 720704; in the data active = inhibition above about 11%;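 note: 0% = median of compound wells on plate and 100% = full blocker control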
GAA850 FXN act – activators of GAA850 frataxin (FXN) promoter; actives 0.56% (n = 360,000); AID 540364; HEK293 lucGAA850 FXN promoter luciferase reporter, 24 h; percent of 10 µM SAHA response; activation, % at 6 µM;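 active = activation above the average of all compounds screened plus 3 SD, cutoff fixed separately per campaign, cut at about 7.5% in these data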;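 note: 0% = DMSO wells and 100% = 10 µM SAHA wells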
ADAM10 inh – inhibits human ADAM10. recombinant ADAM10, EDANS/DABCYL FRET peptide cleavage, 3 h. inhibition, % at 7 µM. actives 0.62% (n = 370,000). AID 720582;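 active = inhibition above a per-campaign cutoff equal to the mean of compounds falling between control-based bounds plus 3 SD, cut at about 20% in these data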;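 note: 0% = DMSO wells while the 100% control is not disclosed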
Target sequence (O14672 214-748 limits assumed): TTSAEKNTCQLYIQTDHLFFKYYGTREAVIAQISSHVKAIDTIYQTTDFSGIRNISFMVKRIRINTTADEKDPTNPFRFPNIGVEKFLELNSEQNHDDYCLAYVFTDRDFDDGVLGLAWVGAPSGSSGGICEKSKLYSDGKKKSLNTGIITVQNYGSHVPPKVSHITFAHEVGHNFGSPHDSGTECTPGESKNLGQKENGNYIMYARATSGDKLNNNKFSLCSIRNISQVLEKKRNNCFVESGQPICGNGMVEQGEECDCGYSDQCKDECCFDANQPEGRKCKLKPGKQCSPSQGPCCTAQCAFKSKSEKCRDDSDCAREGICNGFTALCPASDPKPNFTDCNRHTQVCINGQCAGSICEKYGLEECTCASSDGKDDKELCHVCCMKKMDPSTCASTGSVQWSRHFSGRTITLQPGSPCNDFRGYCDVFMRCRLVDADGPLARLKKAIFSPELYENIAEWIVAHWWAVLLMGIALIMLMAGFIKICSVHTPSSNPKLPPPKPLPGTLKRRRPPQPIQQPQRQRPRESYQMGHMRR
PLC-gamma1 inh – inhibitors of human phospholipase C gamma1; actives 0.84% (n = 370,000); inhibition, % at 12.2 µM; P19174; purified PLC-gamma1, fluorogenic substrate, fluorescence; in the data active = inhibition above about 9.5%
hgDAF12 agonist – hgDAF-12 agonism, primary luciferase screen; HEK293 GAL4-hgDAF12 UAS-luciferase reporter, agonist luminescence; normalized to butyrate control; activation, % at 6.8 µM; actives 1.8% (n = 370,000); AID 687014;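 active = activation above a cutoff set at the mean of all screened compounds plus 3 SD, cut at about 10% in these data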;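 note: 0% = DMSO wells and 100% = sodium butyrate wells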
sPLA2-III inh – Inhibits HGIII-sPLA2 liposome hydrolysis, primary screen; actives 0.56% (n = 370,000); inhibition, % at 12.2 µM; QFRET BODIPY PC-A2 liposome hydrolysis, fluorescence;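 active = inhibition above mean plus 3 SD of compounds lying within the high and low control bounds, cut at about 19% in these data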;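 note: 0% = median of test compound wells and 100% = no enzyme DMSO wells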
Target sequence (Q9NZ20 whole entry, looked up): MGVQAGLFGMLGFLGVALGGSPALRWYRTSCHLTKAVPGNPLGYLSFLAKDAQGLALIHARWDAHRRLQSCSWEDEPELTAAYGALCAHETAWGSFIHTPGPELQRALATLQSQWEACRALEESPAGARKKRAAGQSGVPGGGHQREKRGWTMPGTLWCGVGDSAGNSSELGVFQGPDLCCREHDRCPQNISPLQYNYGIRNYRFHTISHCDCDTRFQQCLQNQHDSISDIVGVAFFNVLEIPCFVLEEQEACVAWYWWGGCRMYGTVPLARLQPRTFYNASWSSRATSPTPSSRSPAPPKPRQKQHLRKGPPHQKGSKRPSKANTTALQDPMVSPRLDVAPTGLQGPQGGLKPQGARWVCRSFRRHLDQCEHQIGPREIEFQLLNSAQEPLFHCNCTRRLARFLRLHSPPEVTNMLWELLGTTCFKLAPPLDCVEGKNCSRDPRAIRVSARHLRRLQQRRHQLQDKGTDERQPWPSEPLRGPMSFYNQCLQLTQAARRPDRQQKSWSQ
hcDAF-12 act – activators of H. contortus DAF-12 nuclear receptor; HEK293 hcDAF-12 lit1-tk-luc reporter, luminescence; 0% DMSO, 100% Δ7-dafachronic acid; activation, % at 6.8 µM; actives 1.4% (n = 370,000); AID 652067;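 active = activation above the mean of all tested compounds plus 3 SD, cut at about 5.5% in these data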;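 note: 100% = response to 3 µM Δ7-dafachronic acid high control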
ADAM17 inh – inhibits human ADAM17; recombinant ADAM17, EDANS/DABCYL FRET peptide cleavage; inhibition, % at 6.95 µM; actives 0.83% (n = 370,000);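 active = inhibition above the mean of compounds lying between control limits plus 3 SD, set per campaign, cut at about 8.5% in these data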;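 note: 0% = DMSO-only wells as the low control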
Numbers without * were called inactive; i = inactive; x = no result given; & = joins results of further samples.

SMILES | DAX1 inh-1 | ssDAF12 agonist | DAX1 inh-2 | PLC-beta3 inh | GAA850 FXN act | ADAM10 inh | PLC-gamma1 inh | hgDAF12 agonist | sPLA2-III inh | hcDAF-12 act | ADAM17 inh
C/C(N)=C(/C#N)C(=O)CSc1nnc(Cc2ccccc2F)n1N | 1.5&1.2 | -0.8&-0.8 | 0.5&0.1 | 2&0 | -0.8&0.9 | -4&2 | 2&-1 | 2.6&1.9 | 3&0 | -1.0&-0.1 | -2&-2
CN(Cc1ccc(Cl)cc1Cl)C(=O)CN1C(=O)NC2(CCCC2)C1=O | -2.1 | -0.8 | -0.3 | -4 | -2.3 | -6 | 5 | -0.4 | 9 | -2.0 | -4
CC1CCN(C(=O)CSc2nnc(-c3ccncc3)n2C)CC1 | -0.1 | -0.8 | 1.1 | 8 | -0.9 | 6 | 4 | -0.6 | 9 | -1.7 | 1
O=C(c1cccn2c(=O)c3cc(Cl)ccc3nc12)N1CCN(Cc2ccc3c(c2)OCO3)CC1 | -0.1 | -1.2 | -1.0 | i | 3.6 | i | i | -2.9 | -19 | 0.7 | -204
COCCCN1C(=O)c2ccc(C(=O)NCc3ccccn3)cc2C1=O | 0.5 | -1.0 | -0.1 | -8 | -2.1 | -1 | 0 | -1.4 | 0 | -2.1 | 1
COc1ccccc1N1CCN(C(=O)/C=C/c2c(Cl)nc3ccccn23)CC1 | -3.2 | -1.7 | -0.9 | 0 | 0.4 | -2 | -1 | -1.3 | 0 | -1.7 | 0
COc1ccccc1N1CCN(C(=O)CCn2c(=O)[nH]c3ccsc3c2=O)CC1 | -0.8 | -1.1 | -0.3 | 2 | -1.5 | -6 | 1 | -1.5 | 1 | -2.0 | -3
Cc1ccc(CN2C(=O)CCC2C(=O)NCC2CCCO2)cc1 (centres undefined) | 1.4 | -1.0 | 0.2 | 2 | -0.2 | 1 | -2 | -0.6 | -3 | -1.1 | -9
O=C(CC1SC(=O)N(Cc2ccccc2Cl)C1=O)Nc1nccs1 (centres undefined) | -0.9 | -1.5 | -0.3 | -5 | -1.9 | -2 | 0 | 6.3 | -45 | -0.8 | -3
O=C(OCCc1cc2ccccc2c(=O)o1)c1ccco1 | 1.1 | -0.9 | -0.1 | -4 | 2.2 | -8 | 0 | 0.4 | -1 | -0.9 | -2
O=C(COc1coc(CN2CCc3ccccc3C2)cc1=O)Nc1ccc(F)cc1F | -2.1 | -1.1 | -4.2 | -2 | -1.9 | -8 | -5 | -1.3 | -4 | -2.3 | -5
Cc1cc(C)n(-c2nnc(C)n2NS(C)(=O)=O)n1 | 1.0 | -0.3 | -0.3 | 4 | -0.2 | 5 | 4 | 0.0 | 4 | 1.9 | 0
Cn1c(SCc2ccc(C#N)cc2)nnc1-c1ccccc1 | -0.8 | -1.2 | -0.6 | 2 | -0.2 | 4 | 1 | -1.3 | -7 | -1.1 | -2
Cc1cc(C)n(CC(=O)c2ccc(Br)cc2)c(=O)c1C#N | 0.5 | -2.2 | -1.4 | -2 | -1.9 | -6 | 2 | -1.6 | -5 | 1.2 | -4
Cc1cc(N2CCN(C(C(=O)NC3CCCC3)c3ccc(F)cc3)CC2)c2ccccc2n1 (centres undefined) | x | -1.3 | -0.1 | 0 | x | -3 | 0 | 0.1 | 2 | -2.5 | -1
CC1=C(C(=O)N(C(C)C)C(C)C)CC(CC(=O)NCCN2CCOCC2)C(=O)N1Cc1ccccc1 (centres undefined) | 0.4 | -0.5 | -0.3 | -2 | 1.8 | -2 | 2 | -0.3 | 10 | 0.1 | -3
Cc1ccc(/C(N)=N/OC(=O)c2cccc(Cn3cc(C(F)(F)F)ccc3=O)c2)cc1 | 0.0 | -1.4 | -0.4 | -5 | 0.5 | -4 | -2 | 1.8 | 4 | 0.8 | -4
COc1ccc(C(C)=O)cc1CSc1nnc(-c2ccc(Cl)cc2)n1-c1ccccc1 | -1.7 | -0.8 | 0.1 | 3 | -1.2 | 6 | 3 | -3.6 | -2 | -2.5 | 1
Cc1nnc(SCc2nc(N)nc(Nc3ccccc3)n2)s1 | 3.2 | -0.6 | 1.6 | 4 | 4.5 | 7 | 4 | 0.6 | -5 | -0.8 | -1
COc1cccc(CNc2cccc3cccnc23)c1O | -0.1 | 0.4 | -1.3 | -14 | 4.2 | 0 | -9 | -0.9 | -2 | -0.6 | -5
CC(C)(C)C(=O)Nc1nnc([C@H]2C[C@H](O)[C@@H](CO)O2)s1 | x | -0.5 | -0.5 | 1 | 1.7 | -16 | 0 | 2.4 | 6 | -2.6 | -6
C/C(=N/NS(=O)(=O)c1ccc(C)cc1)c1c[nH]c2ccccc12 | -0.7 | -0.3 | -0.7 | -5 | 1.4 | 8 | 1 | 1.6 | -6 | 0.8 | -3
Cc1cc(S(=O)(=O)N2CCCCC2CCNC(=O)C(=O)NCC2CCCO2)ccc1F (centres undefined) | 0.5 | -1.3 | 0.5 | -1 | -0.6 | -2 | 3 | 2.0 | 5 | -0.9 | 0
Cc1ccc(S(=O)(=O)NCC(=O)OCC(=O)Nc2ncc(Cl)cc2Cl)cc1 | -0.9 | -0.8 | 0.3 | -6 | 0.0 | -2 | -4 | 1.9 | -4 | -0.6 | -3
CCN(CC)CCN1CCN(c2cncc(-c3ccc4ccccc4c3)n2)CC1 | x | -0.7 | 0.1 | -53 | 0.1 | -107 | -50 | 0.4 | -2 | -0.4 | -24

The list goes on (two carried over from the part before).
SMILES | DAX1 inh-1 | ssDAF12 agonist | DAX1 inh-2 | PLC-beta3 inh | GAA850 FXN act | ADAM10 inh | PLC-gamma1 inh | hgDAF12 agonist | sPLA2-III inh | hcDAF-12 act | ADAM17 inh
Cc1ccc(S(=O)(=O)NCC(=O)OCC(=O)Nc2ncc(Cl)cc2Cl)cc1 | -0.9 | -0.8 | 0.3 | -6 | 0.0 | -2 | -4 | 1.9 | -4 | -0.6 | -3
CCN(CC)CCN1CCN(c2cncc(-c3ccc4ccccc4c3)n2)CC1 | x | -0.7 | 0.1 | -53 | 0.1 | -107 | -50 | 0.4 | -2 | -0.4 | -24
CCn1nnc(NC(=O)c2cccnc2Cl)n1 | 0.0 | -1.3 | -0.4 | 3 | 2.0 | 8 | 1 | 0.8 | 10 | -0.9 | -1
COc1ccc(NC(=O)CSCC(=O)Nc2cc(Cl)ccc2N2CCOCC2)cc1 | -0.7 | -1.1 | 0.8 | -1 | 1.0 | 3 | -1 | 0.5 | -7 | -1.4 | -1
CC(NC(=O)CN(c1cccc(C(F)(F)F)c1)S(C)(=O)=O)c1ccccc1 (centres undefined) | -1.1 | -0.9 | -0.4 | -7 | 0.2 | 3 | -1 | 0.8 | -1 | -1.2 | 0
CCn1cc(CN2CCN(CCC(C)C)C(CCO)C2)c2ccccc21 (centres undefined) | 1.1 | -1.0 | -0.6 | -8 | 0.2 | -7 | 1 | -0.1 | -9 | 1.4 | -3
Cc1cccc(C(=O)NC2CCCc3ccccc32)c1 (centres undefined) | x | -0.9 | 0.0 | -1 | x | -6 | 3 | -2.6 | 3 | -1.0 | -3
CCN1CCCC(OC(=O)c2cc(-c3ccccc3Cl)nc3ccccc23)C1 (centres undefined) | -0.8 | -1.7 | -0.4 | 1 | 0.1 | -4 | 2 | 3.8 | -6 | -0.9 | -1
Cc1ccc(Sc2ncccc2COC(=O)Nc2ccccc2)cc1 | 0.1 | -1.4 | 0.2 | 2 | -0.5 | 22* | 2 | -1.1 | -11 | -1.6 | 8
O=C(Nc1nccs1)c1cc2sccc2n1Cc1ccc(Cl)cc1 | 0.5 | -1.4 | 0.5 | 1 | 1.1 | 0 | 1 | 0.9 | 4 | 0.9 | 0
C/C(=N/NC(=O)c1cccs1)c1cccc(N)c1 | 6.0* | -0.5 | 5.8* | -12 | 5.2 | 6 | 11* | 16* | 8 | 7.0* | 3
CCC(=O)Nc1ccc(NC(=O)CSc2nnnn2C2CCCC2)cc1C | -0.6 | -0.4 | 0.1 | -4 | -0.7 | -7 | -1 | 1.1 | 6 | 0.4 | -5
O=C(c1ccccc1)N1CCN(C(=O)N2CCCCC2)CC1 | 0.6 | -0.7 | -0.1 | 1 | -0.1 | 1 | 2 | 1.4 | -3 | -1.3 | -6
Cc1cc(C(=O)CSc2nnnn2-c2ccccc2)c(C)n1CCc1ccccc1 | 1.2 | -1.4 | -0.9 | 0 | -0.1 | -2 | 2 | 0.5 | 0 | -2.0 | 1
O=C(Nc1ccnn1C1CCN(C2CCCCC2)CC1)c1cccc(F)c1 | 0.8 | -0.8 | 1.4 | -3 | -0.9 | 3 | 4 | 1.5 | 1 | 1.5 | 0
Cc1cnccc1CNC(=O)CC1C(=O)NCCN1CC(C)(C)C (centres undefined) | -0.1 | -0.9 | -0.2 | -6 | 0.4 | -3 | -5 | 0.2 | 0 | -1.5 | -3
COC(=O)c1ccc2cn[nH]c2c1 | 1.8 | 0.2 | 1.1 | -3 | 1.5 | -11 | -4 | 0.7 | -3 | 4.9 | -3
CCOC(=O)CN1CCC(c2cc(-c3ccc(Cl)cc3)n[nH]2)CC1 | 4.0 | -1.3 | -0.5 | -4 | -0.6 | 4 | 1 | -0.1 | -5 | 2.3 | -5
CC1(C)Cc2cccc(OCC(N)=O)c2O1 | -1.1 | -0.8 | 0.7 | -1 | 2.9 | 0 | 1 | 0.5 | 11 | 0.6 | -3
Cc1ccccc1Nc1nccc(N(C)C)c1C#N | x | -1.1 | 0.3 | -1 | -0.6 | 4 | -2 | 0.9 | 6 | -2.3 | -3
COc1ccc(/C=C(/NC(=O)c2ccccc2)C(=O)N/N=C/c2ccncc2)c(OC)c1 | 1.3 | -1.2 | 1.2 | -4 | 2.0 | 6 | -5 | -1.1 | 0 | -2.8 | -2
COCCNC(=S)Nc1cc2oc3ccccc3c2cc1OC | 0.6 | -0.9 | 0.7 | -3 | 2.5 | 2 | 3 | 3.0 | 12 | 4.3 | -1
CC(C)Oc1ccc(F)cc1-c1cc(C(=O)Nc2ccccc2)[nH]n1 | x | -1.7 | -1.2 | 5 | -3.7 | -6 | 0 | 0.3 | -9 | -2.6 | -2
COc1ccc([N+](=O)[O-])cc1COc1ccc2c(-c3ccccc3)cc(=O)oc2c1 | 0.5 | -1.3 | 0.1 | -2 | 1.1 | 13 | -5 | -0.8 | 10 | -0.1 | -3
COc1ccccc1-c1noc(-c2ccncc2)n1 | 1.1 | -1.0 | 0.1 | 0 | -0.5 | 2 | -1 | 4.6 | 2 | 0.0 | -3
CC1Cc2ccccc2N1S(=O)(=O)c1cccc(C(=O)N2Cc3ccccc3CC2C(N)=O)c1 (centres undefined) | -0.1 | -1.2 | -0.3 | -20 | 2.6 | -12 | -10 | 3.7 | -8 | -1.5 | -9
c1ccc2c(c1)CC1(CCCC1)n1nnnc1-2 | -0.9 | -1.1 | -0.7 | 2 | -2.8 | 8 | 4 | 3.2 | 1 | -0.1 | 2
COc1ccc(/C=C/C(=O)C(C)(C)C)cc1OC | -0.8 | -1.1 | -0.5 | -37 | 5.9 | -5 | -22 | 0.4 | 2 | -1.7 | -5
COC(=O)C1=C(C)N(Cc2ccccc2)C(=NCc2ccc3c(c2)OCO3)N[C@H]1c1ccccc1 | -0.5 | -0.8 | 0.3 | -4 | -3.8 | 4 | 1 | -0.9 | 8 | -0.9 | -3
